Bioassay records: PubChem BioAssay, National Center for Advancing Translational Sciences (NCATS)
Nrf2 inh – inhibitors of Nrf2 signaling. Potency, µM (top dose mostly 46 µM), for the others: at the top dose activity change, negative = inhibition, most hits filed as inhibitors. A549 ARE-Fluc reporter, luciferase luminescence, 18-24 h. AID 504444. actives 2.1% (n = 360,000); note: potency is the fitted concentration of half-maximal effect; % is set by controls: 0 for no effect and ±100 for the full control effect; nearly all actives have a fitted effect of over 60% in size
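A549 ARE_Fluc cells (5000/well, 5% FBS OPTI-MEM) pre-incubated 2 h, then treated with compounds 18-24 h at 37C/5% CO2 in concentration-response. CellTiter-Fluor viability read first; BugLite luciferase luminescence after 15 min at room temperature gives Nrf2 activity.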
CCT chaperon mod – modulators of cytosolic chaperonin (CCT/TRiC) activity; purified chaperonin ATPase assay, HTRF ADP detection, 30 min; activity change, % (concentration not given with the values), hits read low; actives 0.3% (n = 360,000); AID 651819; in the data active = activity change below about -30%; note: % is set by controls: 0 for no effect and ±100 for the full control effect
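TRiC (40 or 20 nM final, by batch activity) in 30 mM Tris pH 7.4, 100 mM KCl, 5 mM MgCl2, 1 mM DTT was treated with compound at 76 uM single dose, then 10 uM ATP, 30 min at 37 °C. ADP was read by HTRF Transcreener.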
Abeta rescue – A-beta toxicity reversal in yeast | yeast expressing A-beta42, growth rescue, OD600, 48 h; response scale: 0% DMSO, 100% iron-clioquinol control | AID 1347071 | actives 0.063% (n = 410,000) | Potency, µM (doses to about 46.1 µM), inactives show at the highest dose growth rescue, hits mostly activators; note: potency is the fitted concentration of half-maximal effect; nearly all actives have a fitted effect of over 55% in size
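Growth rescue measured by 600 nm absorbance after 48 h yeast culture at 30 C with compound. Values normalized between DMSO and an equimolar ferric chloride plus clioquinol control.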
pAkt inh – Akt phosphorylation inhibition; Neuro2A IGF-stimulated pAkt S473 HTRF, 20 min; hits give low values; activity change, % for hits at 50 µM; actives 0.32% (n = 360,000); in the data active = activity change below about -80%; inconclusive = mostly about -51% to -80%; note: % is set by controls: 0 for no effect and ±100 for the full control effect
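Neuro2A cells in DMEM with 0.5% FBS, overnight at 37 deg C, given compound at single 50 µM final, then IGF (6 nM final) for 20 min at 37 deg C. Lysed; phospho-Akt Ser473 by HTRF after 24 h, 665/615 ratio.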
Nrf2 activator – activates Nrf2 signaling; AREc32 ARE-luciferase reporter (MCF7-derived line), luminescence, 24 h; Potency, µM (top dose mostly 46.1 µM), inactives show at the highest dose activation, usual class: activators; actives 0.31% (n = 410,000); note: potency is the fitted concentration of half-maximal effect; % of control where 0% means no effect; nearly all actives have a fitted effect of over 65% in size
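Quantitative high-throughput format: AREc32 reporter cells, 1000 per well, received compound by pin transfer and were incubated 24 hr at 37 deg C, 5% CO2, before Steady-Glo luminescence detection.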
A549 tox – A549 cytotoxicity, counter-screen for Nrf2 inhibitors | actives 0.16% (n = 390,000) | AID 504648 | A549 ARE-Fluc cells, CellTiter-Fluor viability, 18-24 h | Potency, µM (doses to about 46 µM), for the others: at the highest dose activity change, negative = cytotoxicity, hits mostly inhibitors; note: potency is the fitted concentration of half-maximal effect; % is set by controls: 0 for no effect and ±100 for the full control effect
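A549 ARE_Fluc cells in 5% FBS OPTI-MEM were exposed to compounds in concentration-response for 18-24 h at 37 deg C. Viability was read by CellTiter-Fluor fluorescence (Ex 405/Em 525) after 30 min, before the luciferase read.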
MmCpn inh – M. maripaludis TRiC chaperonin inhibition; actives 0.031% (n = 330,000); Potency, µM (highest dose often 76.9 µM), without a hit: at the top dose activity, negative = inhibition, hits mostly inhibitors; purified Mm-Cpn ATPase, ADP Transcreener TR-FRET; note: potency is the fitted concentration of half-maximal effect; % is set by controls: 0 for no effect and ±100 for the full control effect; nearly all actives have a fitted effect of over 80% in size
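ATP (10 uM final) was added to archaeal chaperonin (25 nM final) after 10 min exposure to test compound at 37°C; after 30 min further incubation, ADP was detected by competitive TR-FRET.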
HepG2 viability – HepG2 cytotoxicity, counter-screen for TGF-b inhibitors; HepG2 CAGA-GFP viability, ATP luminescence, 18 h; Potency, µM (doses to about 46.1 µM), for the others: top-dose activity change, negative = cytotoxicity, hits mostly cytotoxic; actives 0.76% (n = 410,000); AID 588856; note: potency is the fitted concentration of half-maximal effect; some results filed as inactive show a strong effect at the top dose
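HepG2 CAGA-GFP cells (1000/well, DMEM with 1% FBS) received compound, then TGF-beta at 500 pg/mL final, and were incubated 18 hours at 37 degrees C. Viability was read by CellTiter-Glo luminescence. Media-only wells were set as complete cell-killing and DMSO as no toxicity.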
TGFb inhibitor – TGF-b pathway inhibition. HepG2 CAGA-GFP TGF-b/SMAD3 reporter, GFP fluorescence, 18 h; TGF-beta stimulated, 500 pg/mL final. Potency, µM (doses to about 46.1 µM), for inactives: top-dose activity, negative = inhibition, hits mostly inhibitors. actives 1.2% (n = 410,000); note: potency is the fitted concentration of half-maximal effect; % is set by controls: 0 for no effect and ±100 for the full control effect; nearly all actives have a fitted effect of over 65% in size
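Smad-responsive CAGA-GFP expression was quantified in HEPG2 cells exposed to compounds and 500 pg/mL final TGF-beta for 18 h at 37 degrees C; unstimulated wells defined full inhibition.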
An asterisk follows results filed as active; i = inactive; ? = inconclusive; . = not tested or not shown; [ ] = dose if it differs, or a comment. Unless noted, calls come from the whole dose curve; as a rule, active = well fitted curve in the direction sought with a large enough effect; inconclusive = small, poorly fitted or top-dose-only effect, or another doubt; inactive = no such curve, though single readings can be large; an effect the other way counts as inactive or inconclusive.

SMILES | Nrf2 inh | CCT chaperon mod | Abeta rescue | pAkt inh | Nrf2 activator | A549 tox | MmCpn inh | HepG2 viability | TGFb inhibitor
CCN(CC)CCCn1c(SCC(=O)Nc2cccc(F)c2)nnc1-c1ccoc1C | 4% | -0.1 | -2% | i | -0.8% | -2% | -1% | -20% | 0%
COc1cc(OC)cc(C(=O)NNC(=O)CCC(=O)c2cccs2)c1 | 0% | -2.3 | 19% | i | -0.7% | 11% | 0% | 10% | -9%
CNC(=O)COc1ccc(-c2nn(C)c(=O)c3ccccc23)cc1 | -4% | -1.4 | 9% | . | -0.4% | -2% | -3% | -16% | -22%
O=C(Cc1cccs1)N1CCCC(c2nc3c(nnn3Cc3ccccc3Cl)c(=O)[nH]2)C1 (stereo unspecified) | . | 2.2 | 2% | i | -1.0% | -1% | 0% | 0% | 1%
COCCOCC(O)CN1CCN(c2ccc(C)cc2)CC1 (stereo unspecified) | 2% | -1.9 | -5% | i | -0.7% | -13% | 0% | 9% | -6%
COc1ccc(S(=O)(=O)N(C)CC(=O)N2CCCC2)cc1Cl | -2% | -0.1 | 15% | i | 2.2% | 1% | -4% | 9% | -14%
COC(=O)c1ccc(NS(=O)(=O)c2ccc(SC)cc2)cc1 | ? | 0.8 | 15% | i | 0.6% | -6% | 2% | -2% | -17%
O=C(Nc1cc(-c2nc3ccccc3o2)ccc1Cl)c1ccc(Br)o1 | 19% | . | -13% | . | 9.8% | 1% | . | -13% | 0%
CN(Cc1ccc2c(c1)CCCN2C)C(=O)[C@H]1O[C@@H](n2ccc(=O)[nH]c2=O)[C@H](O)[C@@H]1O | . | -0.9 | -17% | i | -0.3% | . | . | -22% | -17%
CCOc1cccc(C2C(C#N)=C(N)Oc3cc(C)[nH]c(=O)c32)c1OCC (stereo unspecified) | 2% | 0.5 | 7% | i | 0.0% | 7% | 1% | 5% | 7%
COc1cccc(NC(=O)Nc2ccc3c(c2)nc(C)n3C)c1 | ? | -3.4 | -18% | i | -0.2% | 0% | 0% | -36% | -5%
COc1ccc(C)cc1S(=O)(=O)N(C)CC(=O)N1CCC(C)CC1 | 5% | -3.6 | 5% | i | -0.1% | -8% | 1% | -4% | 4%
COc1ccccc1C1(CC(=O)O)CCOC(C(C)C)C1 (stereo unspecified) | . | 1.1 | ? | i | -0.1% | -2% | 1% | -45% | -3%
CNC(=O)OCc1nc(SC2CCCCO2)n(C)c1COC(=O)NC (stereo unspecified) | . | 1.3 | -5% | i | 0.2% | . | . | 1% | -3%
COc1ccccc1NC(=O)Nc1sccc1-c1nc2ccccc2s1 | 9% | -0.9 | -3% | i | 12% | 14% | ? | -14% | 1%
Cc1cc(C(F)(F)F)nn1Cc1ccc(C(=O)NCc2ccco2)o1 | -6% | -2.8 | 0% | i | 10% | -11%[1.84 µM] | 5% | 1% | 0%
COc1ccc(/C=C2\CCCC3C2=NN(C(=O)c2scnc2C)C3c2ccc(OC)c(OC)c2)cc1OC (stereo unspecified) | -47% | -0.5 | 2% | i | -0.4% | -14% | 1% | -16% | 30%
O=C(CSc1nnc(NC2CC2)s1)Nc1ccc(N2CCOCC2)cc1 | 1% | -1.6 | -4% | i | -0.4% | 1% | 1% | -5% | 3%
Cc1ccc([N+](=O)[O-])cc1N=Cc1ccc(Br)s1 | 13% | -2.6 | 1% | i | 6.1% | 14% | -1% | -5% | -3%
CC1CCN(CCCNC(=O)c2ccc(CS(=O)(=O)Cc3ccccc3F)o2)CC1 | 10% | -3.7 | -6% | i | 1.7% | -1% | 1% | 1% | -4%
Cc1ccc(CCNS(=O)(=O)c2cc3c(cc2C)n(C)c(=O)c(=O)n3C)cc1 | -27% | -1.5 | 2% | i | 0.1% | 6% | 3% | -31% | -15%
COc1cc2c(cc1OC)C(=O)C(c1ccc3c(c1)OCO3)CC2 (stereo unspecified) | . | 1.7 | 11% | i | 0.2% | . | . | 3% | -1%
O=C(NCCc1ccccc1)C1(c2cccs2)CCOCC1 | . | . | -6% | . | 0.2% | -16% | . | 0% | 0%
C=CCn1c(CSCc2ccc(Cl)cc2)nnc1SCC(=O)NCc1ccccc1 | ? | 0.4 | -10% | i | -0.7% | 1% | 0% | -39% | 8.9µM*
CC(C)CC1NC(=O)N(CC(=O)Nc2ccc(-c3ccccc3)cc2)C1=O (stereo unspecified) | 24% | -2.0 | -7% | i | 0.2% | -1% | 1% | -24% | -9%

(list continues)
SMILES | Nrf2 inh | CCT chaperon mod | Abeta rescue | pAkt inh | Nrf2 activator | A549 tox | MmCpn inh | HepG2 viability | TGFb inhibitor
Cc1cc(Nc2cccc(F)c2)n2ncnc2n1 | -13% | -2.3 | -1% | i | 0.9% | -2% | -2% | 4% | 19%
COc1ccc(C(CNC(=O)c2ccco2)N2CCCC2)cc1 (stereo unspecified) | 4% | -0.4 | -20% | i | 5.7% | 27% | 0% | 0% | -4%
CC(NC(=O)CCn1ccc2cc(S(=O)(=O)N3CCCC3)ccc21)c1ccccc1 (stereo unspecified) | 5% | -1.1 | 15% | i | 3.9% | -3% | 2% | -22% | -6%
Cc1ccc2sc(-c3ccc(NC(=O)c4cc(-n5cnnc5)ccc4Cl)cc3)nc2c1 | . | 1.8 | 13% | i | 2.5% | -6% | -2% | -6% | 31%
COc1ccc(CC(=O)OC(C)C(=O)NC2CCCCC2C)cc1 (stereo unspecified) | -3% | -1.2 | 2% | i | 0.3% | 2% | 2% | 0% | 3%
CCOc1cc(C(=O)N(C)Cc2cc3cc(OC)ccc3[nH]c2=O)cc(OCC)c1OCC | -2% | 1.4 | 13% | i | -0.6% | -1% | -5% | -3% | -6%
O=c1c2cc3c(cc2nc2sc(Nc4ccccc4)nn12)OCO3 | 12%[9.27 µM] | . | 4% | . | 3.5% | 2% | . | -12% | 20%
CCO[C@@H]1OC(C(=O)N2CCCCCCC2)=C[C@H](c2csc3ccccc23)[C@H]1CCCO | 7% | -4.8 | 1% | i | 5.3% | -11% | . | -20% | -20%
CCS(=O)(=O)N1CCCC(C(=O)NCc2cccnc2)C1 (stereo unspecified) | 3% | 0.9 | 10% | i | -0.2% | -2% | -3% | 5% | 18%
O=C(CSc1nnc(CNC(=O)c2ccc(F)cc2)o1)NCCc1ccccc1 | -11% | -3.0 | -10% | i | 2.7% | -1% | 0% | -25% | -16%
COc1ccc(C2=CC3=C(Br)C(=O)C(C)(OC(=O)c4cccs4)C(=O)C3=CO2)cc1 (stereo unspecified) | 14% | -1.8 | -82%[inhibitor] | i | 6.8% | -9% | . | -1% | -7%
O=C(/C=C/c1ccc([N+](=O)[O-])cc1)NCCc1ccc(F)cc1 | ? | -1.8 | 2% | i | -0.6% | 12% | 1% | 1% | ?
CC(=O)n1cc(/C=N/NC(=O)c2ccccc2O)c2ccccc21 | ? | -1.4 | 15% | i | -0.3% | 7% | -6% | -6% | -3%
O=C(NCCc1cccs1)C1CC(c2cccc(F)c2)=NO1 (stereo unspecified) | -14% | -0.1 | 4% | i | -0.7% | 0% | 2% | -15% | -5%
CCN(CC(=O)Nc1ccc(NC(C)=O)cc1)C(=O)c1oc2ccccc2c1C | 16% | -0.2 | 2% | i | 0.4% | 5% | -4% | 19% | 10%
CC(C)N(CC(=O)Nc1ccc(Cl)cc1C(F)(F)F)C(=O)CCl | 13µM* | 1.5 | -22% | i | ? | ? | 0% | -41% | ?
O=C1CC(C(=O)N(c2cccc(F)c2)C(C(=O)NC2CCCC2)c2ccccn2)CS1 (stereo unspecified) | . | 1.3 | 2% | i | -0.3% | -4% | -1% | 6% | 31%
O=C(O)C1CCN(S(=O)(=O)c2ccc(Oc3ccccc3)cc2)CC1 | -4% | -0.1 | 26% | i | 3.1% | -2% | -2% | -24% | -22%

Arranged by SMILES length (ascending): 8 of the compounds above
SMILES | Nrf2 inh | CCT chaperon mod | Abeta rescue | pAkt inh | Nrf2 activator | A549 tox | MmCpn inh | HepG2 viability | TGFb inhibitor
Cc1cc(Nc2cccc(F)c2)n2ncnc2n1 | -13% | -2.3 | -1% | i | 0.9% | -2% | -2% | 4% | 19%
O=C(NCCc1cccs1)C1CC(c2cccc(F)c2)=NO1 (stereo unspecified) | -14% | -0.1 | 4% | i | -0.7% | 0% | 2% | -15% | -5%
CC(=O)n1cc(/C=N/NC(=O)c2ccccc2O)c2ccccc21 | ? | -1.4 | 15% | i | -0.3% | 7% | -6% | -6% | -3%
O=C(O)C1CCN(S(=O)(=O)c2ccc(Oc3ccccc3)cc2)CC1 | -4% | -0.1 | 26% | i | 3.1% | -2% | -2% | -24% | -22%
O=C(/C=C/c1ccc([N+](=O)[O-])cc1)NCCc1ccc(F)cc1 | ? | -1.8 | 2% | i | -0.6% | 12% | 1% | 1% | ?
CCN(CC(=O)Nc1ccc(NC(C)=O)cc1)C(=O)c1oc2ccccc2c1C | 16% | -0.2 | 2% | i | 0.4% | 5% | -4% | 19% | 10%
CCOc1cc(C(=O)N(C)Cc2cc3cc(OC)ccc3[nH]c2=O)cc(OCC)c1OCC | -2% | 1.4 | 13% | i | -0.6% | -1% | -5% | -3% | -6%
CCO[C@@H]1OC(C(=O)N2CCCCCCC2)=C[C@H](c2csc3ccccc23)[C@H]1CCCO | 7% | -4.8 | 1% | i | 5.3% | -11% | . | -20% | -20%
